Screening data (PubChem)
CAL PDZ FP-1: CAL PDZ peptide-binding inhibitors, primary screen, biochemical, fluorescence polarization, Cer-tagged CAL PDZ, HTS. purified CAL PDZ, TMR-peptide fluorescence polarization, 1 h. inhibition, % at 20 µM. 0.02% of 330,000 active. AID 504414, 2011;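 active = highest replicate inhibition of at least 40%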;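 also: plate controls were DMSO neutral control wells for no effect and unlabeled competitor peptide control wells for full effect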
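Control set: unlabelled peptide and DMSO controls / Material: purified CerCALP PDZ construct / Timing: 1 h incubation at room temperature before polarization reading / Doses: 20 µM, one dose / Detection: fluorescence polarization (mP)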
dFosB activator: activators of delta FosB homodimer, primary screen, biochemical, fluorescence polarization, TAMRA-CDK5 oligo, single point; Protein FosB (Mus musculus), P13346; purified delta FosB; percent of positive-control signal above neutral wells; activation, % at 25 µM; 0.99% of 340,000 active; AID 493131, 2011;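 active = mean activation above about 17%, with every replicate also reaching it, limit read from the data, passing the limit was not always enough; inconclusive = only one of the two conditions met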;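 also: fluorescence polarization rise as delta FosB binds a TAMRA Cdk5 AP-1 oligo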
Target sequence (P13346 whole entry, looked up): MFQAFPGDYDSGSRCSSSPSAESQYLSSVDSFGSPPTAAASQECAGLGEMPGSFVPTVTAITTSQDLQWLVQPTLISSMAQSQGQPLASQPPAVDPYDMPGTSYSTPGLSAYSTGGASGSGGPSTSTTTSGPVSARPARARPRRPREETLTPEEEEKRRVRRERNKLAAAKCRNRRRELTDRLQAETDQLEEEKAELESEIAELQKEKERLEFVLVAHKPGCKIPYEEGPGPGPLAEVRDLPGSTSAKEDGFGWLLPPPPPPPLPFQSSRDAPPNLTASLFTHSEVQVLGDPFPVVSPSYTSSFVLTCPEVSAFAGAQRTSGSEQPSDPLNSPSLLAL
PvdQ inh: P. aeruginosa PvdQ acylase inhibitors, primary screen, biochemical, fluorescence, plate reader and imaging, single point. PvdQ acylase [Pseudomonas aeruginosa LESB58]. purified PvdQ acylase. inhibition, % at 10 µM. 0.063% of 340,000 active; in the data active = inhibition above about 30%, passing the limit was not always enough; inconclusive = no clear call, values can overlap the other calls;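 also: 0% = vehicle neutral wells and 100% = reference inhibitor wells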
SR-BI HDL uptake: inhibitors of SR-BI mediated HDL lipid uptake, primary screen, ldlA[mSR-BI] cells, fluorescence, single point; Scavenger receptor class B member 1 (Mus musculus), Q61009; ldlA[mSR-BI] CHO cells, DiI-HDL uptake fluorescence, 3 h; inhibition, % at 12.5 µM; 0.96% of 320,000 active; AID 488896, 2010;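 active = mean replicate inhibition of at least 70% and a set share of replicates each scoring 70 or more; inconclusive = meets just one of the two criteria; inactive = fails both criteria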;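 also: 0% = median of neutral control wells and 100% = median of positive control wells; values of inactives mirror those of a sister screen read the other way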
MITF TRPM1 HTS: activators of MITF-driven TRPM1 promoter reporter, primary screen, cell-based, SK-MEL-5, luciferase, single point; SK-MEL-5 TRPM1-promoter luciferase, 24 h; % of positive control, neutral wells = 0; activation, % at 12.5 µM; 0.75% of 300,000 active; AID 588334, 2011;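 active = mean activation of at least 80% with every replicate also reaching 80%; inconclusive = mean reaches 80% but some replicate falls short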;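 also: 0% = neutral control wells and 100% = parthenolide positive control wells; values of inactives mirror those of a sister screen read the other way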
CAL PDZ FP-2: untagged CAL PDZ binding inhibitors, primary screen, biochemical, fluorescence polarization, HTS | Golgi-associated PDZ and coiled-coil motif-containing protein (Homo sapiens), Q9HD26 | purified CAL PDZ, TMR-peptide fluorescence polarization, 1 h | inhibition, % at 24.9 µM | 0.92% of 300,000 active | AID 602252, 2012;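 active = mean inhibition of at least 30% with at least half of replicates also reaching 30%; inconclusive = no clear call, values can overlap the other calls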;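 also: 0% = DMSO neutral control and 100% = excess unlabeled competitor peptide PRC23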
PfHsp90 yeast 2: growth inhibition of PfHsp90-expressing yeast, primary screen, antimalarial PfHsp90 inhibitor project, S. cerevisiae, BacTiter-Glo luminescence, single point, set 2. 0.32% of 310,000 active. BacTiter-Glo ATP, 48 h; yeast lacking PDR1 and PDR3 efflux regulators. inhibition, % at 9.4 µM. AID 504621, 2011;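 active = every replicate shows inhibition above about 80%, whatever the replicate mean, limit read from the data; inconclusive = mean inhibition reaches the set limit but some replicate falls short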;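 also: 0% = DMSO neutral controls and 100% = 20 µM radicicol positive controls; yeast relying on Plasmodium falciparum Hsp90 in place of its own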
NSD2 inh: NSD2 histone methyltransferase inhibitors, primary screen, biochemical, AlphaScreen, single concentration, set 2 | NSD2 peptide methylation, 120 min | inhibition, % at 12.5 µM | 0.54% of 310,000 active | AID 743445, 2014; in the data active = inhibition above about 50%
Rtt109 HAT inh: inhibitors of C. albicans Rtt109/Vps75 HAT, primary screen, biochemical, ThioGlo CoA-SH fluorescence, plate reader; Histone acetyltransferase RTT109 (Candida albicans (strain SC5314 / ATCC MYA-2876)), …; purified Rtt109/Vps75, 4 h; inhibition, % at 34.9 µM; 0.16% of 330,000 active;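 active = inhibition of at least 50% in every replicate; inconclusive = best replicate reaches 50% inhibition but some replicates fall short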
Target sequence (Q5AAJ8 whole entry, looked up): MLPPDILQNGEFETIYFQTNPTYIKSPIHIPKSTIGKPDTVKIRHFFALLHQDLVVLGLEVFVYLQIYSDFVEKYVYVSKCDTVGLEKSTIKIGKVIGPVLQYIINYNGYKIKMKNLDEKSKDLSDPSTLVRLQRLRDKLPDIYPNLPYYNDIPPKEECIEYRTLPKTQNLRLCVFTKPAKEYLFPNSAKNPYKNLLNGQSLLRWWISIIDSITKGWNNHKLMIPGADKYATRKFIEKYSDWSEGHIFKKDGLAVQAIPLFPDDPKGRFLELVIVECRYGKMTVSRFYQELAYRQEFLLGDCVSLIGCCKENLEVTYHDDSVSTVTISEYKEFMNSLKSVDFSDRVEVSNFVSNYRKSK
SR-BI DiI-HDL act: activators of SR-BI mediated DiI-HDL uptake, primary screen, ldlA[mSR-BI] CHO cells, DiI fluorescence | AID 504775, 2011 | 3 h; 100 = double the neutral-control signal | activation, % at 12.5 µM | 0.096% of 320,000 active;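 active = mean replicate activation of at least 60% and every replicate at or above 60%; inconclusive = mean or all-replicate condition met, but not both; inactive = mean below 60% and not all replicates reaching 60%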;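 also: 0% = median plate neutral-control signal and 100% = twice that signal; values of inactives mirror those of a sister screen read the other way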
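System: CHO ldlA[mSR-BI] cells / Medium: HEPES-buffered (25 mM, pH 7.4) F12 plus 0.5% BSA / Probe or stimulus: labelled HDL, 10 µg/mL / Doses: single compound concentration, delivered by pin transfer / Schedule: 3 h, 37 °C / Measured by: DiI fluorescence, bottom read / Measure: cell-associated DiI fluorescence as measure of HDL uptake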
Active calls of the source: *; ? = inconclusive; nt = no result given.

Sample of the layout:
SMILES | CAL PDZ FP-1 | dFosB activator | PvdQ inh | SR-BI HDL uptake | MITF TRPM1 HTS | CAL PDZ FP-2 | PfHsp90 yeast 2 | NSD2 inh | Rtt109 HAT inh | SR-BI DiI-HDL act
O=C(OCC(=O)N1CCN(c2ccccc2)CC1)c1ccc(Cl)cc1[N+](=O)[O-] | -0.5 | -4 | 6 | 37 | 7 | -25 | 3 | -1 | 3 | -37
CCOC(=O)c1c(CSc2ccccc2)oc2cc(Br)c(O)c(CN(C)C)c12 | -1.9 | -13 | -15 | nt | -7 | -3 | -7 | 5 | 0 | nt
CCOC(=O)C1=CN(Cc2ccc(OC)cc2)C=C(C(=O)OCC)C1c1cccs1 | 0.3 | -7 | 0 | 17 | -6 | 10 | 0 | -13 | -4 | -17
CCOC(=O)c1c(C)n(C)c2cc(Br)c(O)c(O)c12 | -0.2 | -5 | -10 | nt | ? | 2 | -6 | -1 | 8 | nt

The listing, repeating the preview:
SMILES | CAL PDZ FP-1 | dFosB activator | PvdQ inh | SR-BI HDL uptake | MITF TRPM1 HTS | CAL PDZ FP-2 | PfHsp90 yeast 2 | NSD2 inh | Rtt109 HAT inh | SR-BI DiI-HDL act
O=C(OCC(=O)N1CCN(c2ccccc2)CC1)c1ccc(Cl)cc1[N+](=O)[O-] | -0.5 | -4 | 6 | 37 | 7 | -25 | 3 | -1 | 3 | -37
CCOC(=O)c1c(CSc2ccccc2)oc2cc(Br)c(O)c(CN(C)C)c12 | -1.9 | -13 | -15 | nt | -7 | -3 | -7 | 5 | 0 | nt
CCOC(=O)C1=CN(Cc2ccc(OC)cc2)C=C(C(=O)OCC)C1c1cccs1 | 0.3 | -7 | 0 | 17 | -6 | 10 | 0 | -13 | -4 | -17
CCOC(=O)c1c(C)n(C)c2cc(Br)c(O)c(O)c12 | -0.2 | -5 | -10 | nt | ? | 2 | -6 | -1 | 8 | nt
O=c1[nH][nH]c(=O)c2nc(Nc3ccccc3)ncc12 | 0.2 | -6 | -8 | -12 | 1 | -6 | -4 | -1 | 5 | 12
NC(=O)COC(=O)c1ccc2noc(-c3ccccc3)c2c1 | -1.9 | -34 | 12 | 4 | 21 | -3 | 0 | 16 | -15 | -4
CCCCc1ccc(-c2csc(/C(C#N)=C/c3ccco3)n2)cc1 | -2.3 | -7 | -1 | 19 | 6 | 5 | 13 | -2 | -2 | -19
O=S(=O)(NCCS(=O)(=O)N1CCN(c2ccccc2)CC1)c1ccc(F)cc1 | 0.4 | -4 | 1 | 26 | -6 | nt | 11 | 1 | 3 | -26
COc1ccc(CCNC(=O)CSCc2ccc(C)cc2)cc1OC | nt | -1 | -2 | 10 | 3 | -5 | -2 | 13 | -2 | -10
COC(=O)c1c(C(=O)OC)c(-c2ccc(Cl)c(Cl)c2)n2c1CCC2 | -1.5 | -3 | -10 | 39 | -3 | nt | 29 | 5 | 5 | -39
Cc1cccc(OCC(=O)OCC(=O)c2c(N)n(C)c(=O)n(C)c2=O)c1 | -1.3 | 0 | 9 | -11 | 12 | -6 | 11 | -2 | 16 | 11
COc1ccc(-c2ocnc2C(=O)N2CCN(C(c3ccccc3)c3ccccc3)CC2)cc1 | -0.9 | -10 | -25 | -6 | 0 | -1 | -33 | 3 | -2 | 6
CSc1nc(-c2ccccc2)nc(NC(=O)C(C)C)c1C(C)=O | -4.5 | -1 | -14 | 45 | -11 | 8 | 26 | 4 | 3 | -45
O=C(Nc1ccc([N+](=O)[O-])cn1)c1cc(-c2cccc(Br)c2)nc2ccccc12 | -1.0 | -3 | 11 | 54 | -1 | nt | -14 | -3 | ? | -54
Cc1sc2ncn(CC(=O)NCCN3CCOCC3)c(=O)c2c1S(=O)(=O)N1CCC(C)CC1 | -2.1 | 3 | -1 | 1 | 3 | -2 | -2 | 0 | -6 | -1
COc1ccc(N2CCN(C(=O)CNC(=O)c3ccco3)CC2)cc1 | -2.7 | 0 | -1 | -18 | 3 | 2 | -17 | 15 | -7 | 18
CCC(C)[C@@H](CN(N=O)[C@@H](Cc1ccccc1)CN(C)N=O)N(CCc1ccccc1)N=O (stereo partly specified) | -0.2 | -12 | -2 | -68 | 10 | -4 | 5 | nt | -8 | 68*
O=C1N=c2ccccc2=C1c1sc(=S)n(Cc2ccccc2Cl)c1O | -0.6 | -16 | -8 | 7 | -23 | -5 | -36 | 0 | -9 | -7
COc1ccc2c(c1OC)C(=O)N1c3ccccc3COC21 (stereo unspecified) | -0.5 | -25 | -2 | 7 | ? | -3 | -26 | 0 | -22 | -7
CCC(c1ccccc1)c1nc(-c2cccnc2)no1 (stereo unspecified) | 15 | -3 | -1 | 1 | -5 | 6 | -2 | -3 | 0 | -1
CCOC(=O)c1sc2nccc(N(C)C)c2c1N=CNOC | 0.5 | 1 | -7 | 42 | 6 | -6 | -6 | -3 | -3 | -42
Cc1nc(-c2ccc(Cl)cc2)sc1C1(C)CC(c2cccc(F)c2)=NO1 (stereo unspecified) | -0.1 | 6 | -4 | -2 | 48 | 12 | -14 | nt | -4 | 2
CC(C)(C)NC(=O)CN(C(=O)C(=O)Nc1ccc2c(c1)OCCO2)C1CCCC1 | -2.2 | -4 | -10 | 4 | -9 | -2 | -2 | -2 | 2 | -4
Cc1ccc(N/N=C/c2ccc(N3CCOCC3)cc2)cc1C | -0.7 | -7 | -19 | -1 | 13 | 2 | -5 | -2 | -2 | 1
O=C(O)CC(NC(=O)Nc1ccccc1)c1ccc(OC2CCCC2)cc1 (stereo unspecified) | -2.3 | 0 | -14 | -10 | 2 | -6 | -31 | -2 | 5 | 10
Cn1cccc1C(=O)OCC(=O)c1c[nH]c2ccccc12 | -0.5 | -3 | 7 | 7 | 112* | -9 | -2 | 48 | -1 | -7
Cc1cc(C)nc(N2CCC(C(=O)NNC(=O)Cc3ccccc3)CC2)n1 | 1.4 | -6 | -10 | 31 | -6 | -3 | 10 | 0 | -4 | -31
O=Cc1cn[nH]c1-c1ccccc1 | -1.4 | 8 | -5 | 4 | nt | nt | 3 | -1 | -12 | -4
Fc1ccc(Cn2nnnc2C(c2ccc(Cl)cc2)N2CCSCC2)cc1 (stereo unspecified) | -0.9 | -7 | -6 | 11 | 3 | -3 | 17 | -2 | 5 | -11
COc1cc(C2NC(=O)c3ccccc3O2)cc(OC)c1OC (stereo unspecified) | nt | 1 | -14 | 2 | nt | 0 | nt | 2 | -6 | -2
COc1ccc(CNc2ncnc3sccc23)cc1OC | -1.2 | 1 | -6 | nt | -21 | nt | 2 | -5 | -9 | nt
O=C(NCc1ccco1)C1CCCN1S(=O)(=O)c1ccc2ccccc2c1 (stereo unspecified) | 0.0 | -10 | -9 | -4 | -6 | -3 | -11 | 4 | 4 | 4
COc1cccc(C(=O)OCC(=O)N2CCC(Cc3ccccc3)CC2)c1OC | -0.3 | -6 | -12 | -11 | -3 | 3 | nt | -2 | 5 | 11
CCN(CC)C(=O)CSc1nc(OC)cc(=O)[nH]1 | 0.0 | 1 | -17 | -17 | 4 | -4 | 9 | -2 | -3 | 17
CCOc1ccc(CCNC(=O)C2CC=CCC2C(=O)OC(C)C)cc1OCC (stereo unspecified) | -2.0 | 3 | -15 | 8 | -9 | -3 | 21 | 1 | 4 | -8
CCN(C(=O)COC(=O)Cc1ccc(F)cc1)c1c(N)n(Cc2ccccc2)c(=O)[nH]c1=O | -0.4 | -8 | -11 | -6 | 4 | -5 | -13 | -1 | 0 | 6

Retrieved by compound from above, four records:
SMILES | CAL PDZ FP-1 | dFosB activator | PvdQ inh | SR-BI HDL uptake | MITF TRPM1 HTS | CAL PDZ FP-2 | PfHsp90 yeast 2 | NSD2 inh | Rtt109 HAT inh | SR-BI DiI-HDL act
Cn1cccc1C(=O)OCC(=O)c1c[nH]c2ccccc12 | -0.5 | -3 | 7 | 7 | 112* | -9 | -2 | 48 | -1 | -7
Cc1cc(C)nc(N2CCC(C(=O)NNC(=O)Cc3ccccc3)CC2)n1 | 1.4 | -6 | -10 | 31 | -6 | -3 | 10 | 0 | -4 | -31
COc1ccc(CNc2ncnc3sccc23)cc1OC | -1.2 | 1 | -6 | nt | -21 | nt | 2 | -5 | -9 | nt
COc1cccc(C(=O)OCC(=O)N2CCC(Cc3ccccc3)CC2)c1OC | -0.3 | -6 | -12 | -11 | -3 | 3 | nt | -2 | 5 | 11

The list goes on:
SMILES | CAL PDZ FP-1 | dFosB activator | PvdQ inh | SR-BI HDL uptake | MITF TRPM1 HTS | CAL PDZ FP-2 | PfHsp90 yeast 2 | NSD2 inh | Rtt109 HAT inh | SR-BI DiI-HDL act
Cc1nn(Cc2cccc(C(=O)Nn3cc([N+](=O)[O-])cn3)c2)c(C)c1[N+](=O)[O-] | -0.6 | -4 | -5 | -43 | -5 | 0 | -17 | 0 | -2 | 43
CCC(=O)Nc1nc(C)c(-c2csc(Nc3ccc(C(=O)O)cc3)n2)s1 | 0.5 | -9 | -12 | -4 | -5 | -6 | 9 | 7 | 1 | 4
COc1ccc([N+](=O)[O-])cc1-n1cnnn1 | -0.4 | -8 | 0 | -6 | -4 | -2 | -39 | 2 | 1 | 6
CCOC(CNC(=O)c1ccc2c(c1)ncn2-c1ccc(F)c(F)c1)OCC | -3.6 | 2 | -9 | 38 | 7 | -3 | nt | 9 | -2 | -38
COCCCNC(=S)NNC(=O)c1ccc(S(=O)(=O)N2CCC(C)CC2)cc1 | -2.1 | -3 | -4 | -12 | -10 | 1 | -11 | 2 | 3 | 12
CCN(CC)CCc1c(C)[nH]c(C(=O)OCc2ccccc2)c1C | -0.5 | -4 | -5 | -25 | 9 | -2 | -62 | 13 | 1 | 25
